# Screening data deposited in PubChem by Sanford-Burnham Center for Chemical Genomics.
# ATG4B inhibitor = ATG4B protease inhibitors, primary screen, biochemical, fluorescence, uHTS; Cysteine protease ATG4B (Homo sapiens), Q9Y4P1; ATG4B cleavage of LC3-PLA2, NBD-HPC fluorescence, 1 h; inhibition, % at 8.33 µM; hit rate 0.51% among 340,000; AID 504462, 2011; in the data active means inhibition above about 40%
# hIAP inh = human IAP inhibitors, primary screen, biochemical, luminescence, uHTS | hit rate 0.12% among 330,000 | purified IAP, CDP-Star luminescence, 30 min | inhibition, % at 10 µM | Intestinal-type alkaline phosphatase (Homo sapiens), P09923;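 active means inhibition reaching a set limit with compound at 10 µM in the primary screen, cut at about 35% in these data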;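 further: plate controls were DMSO wells with enzyme for no effect and no-enzyme buffer wells for full effect; values of inactives mirror those of a sister screen read the other way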
# Apaf-1 inh = inhibitors of human Apaf-1 apoptosome, primary screen, biochemical, DEVD-Rh110 fluorescence, uHTS. hit rate 0.71% among 330,000. AID 489030, 2010. Apoptotic protease-activating factor 1 (Homo sapiens), O14727. inhibition, % at 20 µM. reconstituted apoptosome caspase-3 activity; active means inhibition of at least 40% at 20 µM;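 further: plate controls were DMSO wells for no effect and DEVD-CHO caspase inhibitor wells for full effect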
# Target sequence (O14727 whole entry, looked up): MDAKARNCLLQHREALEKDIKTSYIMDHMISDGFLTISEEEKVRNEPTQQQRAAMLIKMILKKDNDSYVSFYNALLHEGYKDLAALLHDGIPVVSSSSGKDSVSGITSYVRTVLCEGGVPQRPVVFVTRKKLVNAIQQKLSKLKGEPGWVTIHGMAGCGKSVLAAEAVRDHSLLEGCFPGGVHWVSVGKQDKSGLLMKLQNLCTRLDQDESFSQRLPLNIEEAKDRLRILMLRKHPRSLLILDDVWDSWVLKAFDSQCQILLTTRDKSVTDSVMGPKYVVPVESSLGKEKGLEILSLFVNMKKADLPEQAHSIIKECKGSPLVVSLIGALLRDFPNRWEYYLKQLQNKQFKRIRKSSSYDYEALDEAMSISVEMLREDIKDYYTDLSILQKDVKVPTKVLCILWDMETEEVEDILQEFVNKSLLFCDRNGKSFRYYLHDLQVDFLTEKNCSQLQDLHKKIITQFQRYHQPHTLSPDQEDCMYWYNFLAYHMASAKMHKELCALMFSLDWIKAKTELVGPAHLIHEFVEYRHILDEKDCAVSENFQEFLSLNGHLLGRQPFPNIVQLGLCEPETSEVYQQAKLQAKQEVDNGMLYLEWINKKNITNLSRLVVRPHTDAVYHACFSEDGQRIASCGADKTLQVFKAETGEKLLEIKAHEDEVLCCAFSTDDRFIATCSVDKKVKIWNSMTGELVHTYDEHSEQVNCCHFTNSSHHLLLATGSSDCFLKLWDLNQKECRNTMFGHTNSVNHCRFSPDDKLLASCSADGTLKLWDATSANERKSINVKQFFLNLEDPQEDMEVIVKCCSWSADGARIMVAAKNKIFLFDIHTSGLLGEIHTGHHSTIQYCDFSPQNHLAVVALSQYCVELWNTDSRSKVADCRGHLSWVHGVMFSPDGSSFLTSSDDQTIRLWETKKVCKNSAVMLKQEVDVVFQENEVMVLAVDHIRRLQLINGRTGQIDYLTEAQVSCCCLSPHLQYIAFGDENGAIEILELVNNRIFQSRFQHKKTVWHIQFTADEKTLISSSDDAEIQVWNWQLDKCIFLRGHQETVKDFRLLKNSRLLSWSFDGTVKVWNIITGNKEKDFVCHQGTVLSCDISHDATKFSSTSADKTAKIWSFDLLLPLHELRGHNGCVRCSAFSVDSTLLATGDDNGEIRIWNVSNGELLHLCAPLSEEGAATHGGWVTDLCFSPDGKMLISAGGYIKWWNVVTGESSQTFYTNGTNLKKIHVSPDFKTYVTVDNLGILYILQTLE
#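 Assay system – apoptosome proteins · Medium – Hepes buffer, pH 7.5 · Also added – cytochrome c with DEVD-Rh110 · Timing – 30 min compound preincubation, 50 min activation, room temperature · Detection – Rh110 fluorescence, excitation 480 nm, emission 540 nm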
# hIAP activ = human IAP activators, primary screen, biochemical, luminescence, uHTS; purified human IAP, CDP-Star luminescence, 30 min; stronger effect = higher value; 1 = vehicle-only enzyme, 0 = enzyme-free background; AID 2524, 2010; activation factor at 10 µM; hit rate 0.16% among 330,000; Intestinal-type alkaline phosphatase (Homo sapiens), P09923;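 active means activation factor of the enzyme at least 2-fold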; further: the source names both 10 and 20 µM as test concentration; values of inactives mirror those of a sister screen read the other way
# NLRP3 yeast inh = NALP3 inflammasome inhibitors in reconstituted yeast, primary screen, luminescence, uHTS. Yeast reconstituted NLRP3/ASC/caspase-1, beta-gal luminescence, 24 h. AID 2825, 2010. hit rate 0.39% among 330,000. inhibition, % at 10 µM;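 active means inhibition of 50% or more; inactive means inhibition below 50%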;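 further: plate controls were induced DMSO wells for no effect and uninduced yeast grown without galactose for full effect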
# TIM10 inh = growth inhibitors of isogenic TIM10 control yeast, primary screen, counter-screen for tim10-1 yeast inhibitor project, luminescence, uHTS. S. cerevisiae TIM10 strain growth, BacTiter-Glo luminescence, 24 h. inhibition, % at 10 µM. hit rate 1.4% among 330,000. AID 463195, 2010;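 active means inhibition of 40% or more at the single tested concentration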;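 further: wild-type TIM10 isogenic control strain grown at permissive 25 °C; 0% = DMSO yeast wells and 100% = minimal medium wells without yeast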
# mIAP act = activators of mouse IAP, primary screen, biochemical, luminescence, uHTS; hit rate 0.24% among 330,000; intestinal alkaline phosphatase [Mus musculus]; activation factor at 10 µM; AID 2805, 2010; muIAP, CDP-Star luminescence, 30 min; stronger effect = higher value; 1 = vehicle-only enzyme signal, 0 = enzyme-free wells;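 active means activation factor of at least 2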; further: the source names both 10 and 20 µM as test concentration; values of inactives mirror those of a sister screen read the other way
#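 Assay system: mouse IAP enzyme; reagent: chemiluminescent substrate CDP-Star; dosing: test compounds delivered from DMSO solution; schedule: 30 min at room temperature; measured by: luminescence from enzymatic CDP-Star hydrolysis; controls: DMSO-only wells and no-enzyme negative control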
# mIAP inh = inhibitors of mouse IAP, primary screen, biochemical, luminescence, uHTS. intestinal alkaline phosphatase [Mus musculus]. purified mouse IAP, CDP-Star luminescence, 30 min. inhibition, % at 10 µM. hit rate 0.2% among 330,000. AID 2806, 2010;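 active means inhibition of at least 40% at 10 µM in the primary screen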;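 further: plate controls were DMSO with enzyme for no effect and no enzyme wells for full effect; values of inactives mirror those of a sister screen read the other way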
# tim10-1 inh = growth inhibitors of tim10-1 mutant yeast, primary screen, luminescence, uHTS | S. cerevisiae tim10-1 ts strain growth, BacTiter-Glo, 24 h | inhibition, % at 20 µM | hit rate 2.2% among 330,000 | AID 463190, 2010;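 active means inhibition of at least 40%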;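 further: mutant grown at 25 °C; 0% = DMSO wells with yeast and 100% = wells holding no yeast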
# * hit, by the source's call.
SMILES,ATG4B inhibitor,hIAP inh,Apaf-1 inh,hIAP activ,NLRP3 yeast inh,TIM10 inh,mIAP act,mIAP inh,tim10-1 inh
COc1ccc(C(=O)NC(=O)COC(=O)C2COc3ccccc3O2)cc1 (stereo not given),-15,-1,1,1,8,4,0.92,8,11
COC(=O)CSc1ccc2c(N)c(C(=O)OC)sc2c1,-5,3,1,0.97,-4,26,1,0,23
COc1ccc(OC(C)C(=O)N2CCCc3ccccc32)cc1 (stereo not given),-9,0,8,1,4,4,1,-2,35
CCn1c(SCC(=O)Nc2nc(C)cs2)nnc1C(C)NC(=O)c1ccccc1 (stereo not given),-14,-9,5,1.1,-1,5,1.1,-6,7
O=C(ONc1ccc(N=NC(=O)c2ccccc2O)cc1)c1ccccc1,7,12,3,0.88,21,42*,0.7,30,39
O=C(CCCCCBr)N1CCC(CC2CC(c3cccc(Br)c3)=NO2)(C(=O)NCC2CCCCC2)CC1 (stereo not given),-14,5,21,0.95,2,12,1.1,-11,23
CCN(CC(=O)Nc1c(F)cccc1F)C(=O)c1ccc(COc2ccccc2)cc1,12,18,17,0.82,17,12,1,-2,19
COc1ccc(-c2nc(NC(=O)c3nc4nccc(C)n4n3)sc2C)cc1,0,-32,4,1.3,28,-30,1.1,-10,-17
COC(=O)CC(c1ccc(F)cc1)n1c(C)ccc1C (stereo not given),-10,-3,-13,1,-10,14,1.1,-6,17
O=C(NCc1ccncc1)c1ccc(Oc2ccccc2)cc1,3,14,2,0.85,11,9,1.1,-12,-4
COc1ccc(NC2c3ccccc3C(=O)N2c2ccccn2)cc1 (stereo not given),-2,12,-19,0.88,9,10,1,-1,23
Cc1cc(NC(=O)CCCC(=O)Nc2ccc(F)cc2)no1,0,2,9,0.98,-2,-11,1.1,-9,6
CCOC(=O)c1[nH]c2ccc(C(=O)OC)cc2c1C(=O)OCC,7,2,8,0.98,28,0,0.96,4,29
CC(=O)Oc1ccccc1C(=O)O,-4,-5,-11,1.1,8,2,1,-1,0
COc1cc2c(cc1OC)C(c1cc(C)ccc1C)CC(=O)N2 (stereo not given),1,-4,3,1,-5,4,0.9,10,16
Cc1cccc(C)c1N(CC(=O)N1CCN(c2ccccc2F)CC1)S(C)(=O)=O,-7,3,1,0.97,6,12,1.1,-8,13
O=C(CCCC(=O)c1ccc(F)cc1)c1ccc(F)cc1,-4,1,17,0.99,-13,-17,0.97,3,-3
Cc1ccc2c(c1)-c1[nH]c(=S)ncc1CS2,-3,12,4,0.88,21,20,0.91,9,13
Cc1ccc(NC(=O)COC(=O)c2cc(Cl)ccc2[N+](=O)[O-])c(C)c1,0,10,12,0.9,27,6,0.85,15,27
O=C(NCCSCc1ccco1)c1ccc(=O)[nH]c1,-3,0,5,1,10,-2,0.99,0,12

# Quoted at random: five entries already listed.
SMILES,ATG4B inhibitor,hIAP inh,Apaf-1 inh,hIAP activ,NLRP3 yeast inh,TIM10 inh,mIAP act,mIAP inh,tim10-1 inh
Cc1ccc2c(c1)-c1[nH]c(=S)ncc1CS2,-3,12,4,0.88,21,20,0.91,9,13
COc1cc2c(cc1OC)C(c1cc(C)ccc1C)CC(=O)N2 (stereo not given),1,-4,3,1,-5,4,0.9,10,16
COc1ccc(-c2nc(NC(=O)c3nc4nccc(C)n4n3)sc2C)cc1,0,-32,4,1.3,28,-30,1.1,-10,-17
COC(=O)CC(c1ccc(F)cc1)n1c(C)ccc1C (stereo not given),-10,-3,-13,1,-10,14,1.1,-6,17
O=C(NCc1ccncc1)c1ccc(Oc2ccccc2)cc1,3,14,2,0.85,11,9,1.1,-12,-4

# (listing goes on)
SMILES,ATG4B inhibitor,hIAP inh,Apaf-1 inh,hIAP activ,NLRP3 yeast inh,TIM10 inh,mIAP act,mIAP inh,tim10-1 inh
Cc1ncc2c(c1OC(=O)c1ccc([N+](=O)[O-])cc1)COC(C)(C)OC2,2,10,-5,0.9,7,10,0.92,8,6
Cc1ccc(S(=O)(=O)N(Cc2cccc(C)c2)C(=O)N2CCN(C)CC2)cc1,-2,-8,-2,1.1,12,0,0.98,2,-6
Cc1c(NC(=O)c2cnn3c2NC(c2ccccc2)CC3C(F)(F)F)c(=O)n(-c2ccccc2)n1C (stereo not given),-2,9,-6,0.91,9,6,0.99,1,8
CCOC(=O)N1CCC2(CC1)C(C#N)=C(N)Oc1n[nH]c(CSc3ccc(C)cc3)c12,-6,12,13,0.88,6,25,0.9,10,20
CS(=O)(=O)N1CCCC(C(=O)NCCN2CCC(Cc3ccccc3)CC2)C1 (stereo not given),-5,-9,1,1.1,17,2,0.93,7,-2
CCOc1ccc(N(CC(=O)N2CCCCCC2)S(=O)(=O)c2ccc(F)cc2)cc1,-2,-20,15,1.2,10,13,1,-3,33
Cc1ccc(S(=O)(=O)Nc2cc(C(=O)N3CCOCC3)ccc2N2CCCCC2)cc1,-7,-9,16,1.1,7,5,1.1,-15,30
O=C(NCCOc1ccccc1Cl)c1ccc2c(c1)S(=O)(=O)c1cc(Cl)ccc1C2=O,2,18,1,0.82,18,-9,0.93,7,-7
COCC(C)n1c(C)cc(C(=O)COC(=O)c2cc(=O)[nH]c3ccccc23)c1C (stereo not given),-18,-4,18,1,1,15,1,-4,4
N#Cc1c(/N=C/c2ccco2)sc2c1CCC2,-5,11,10,0.89,3,12,0.92,8,37
Cc1ccc(CSCC(=O)N/N=C/c2sccc2C)cc1,3,11,20,0.89,23,13,0.92,8,11
COc1ccc(N=Cc2nc(-c3ccccc3)oc2OC(C)=O)cc1,21,7,-8,0.93,1,48*,1,-1,46*
CCNC(=O)CSc1ncnc2sccc12,-7,19,-3,0.81,13,-3,0.87,13,-2
CCOc1ccc(-n2nnc3c(=O)n(CC(=O)Nc4cc(C)on4)cnc32)cc1,-1,1,-24,0.99,-9,1,1,-3,4
CC(=O)c1ccc(NC(=O)c2noc(C)c2[N+](=O)[O-])cc1,13,7,-3,0.93,4,-13,0.94,6,-2
Cc1ccc(CNCc2cccnc2)cc1,-10,-21,-8,1.2,13,-26,1.1,-5,7
Cc1ccc(S(=O)(=O)CCc2nnc(NC(=O)CCl)s2)cc1C,0,-13,-9,1.1,5,7,0.91,9,-1
COc1ccccc1NS(=O)(=O)c1cc(NC(=O)Nc2ccc(Cl)cc2Cl)ccc1N1CCCCC1,-12,-11,3,1.1,20,5,3.4*,-244,18
O=C(c1ccc(C(F)(F)F)cc1)c1c[nH]c(C(=O)NCCCn2ccnc2)c1,-11,-46,-6,1.5,9,-15,0.94,6,5
Cc1noc(C)c1S(=O)(=O)N(C)C[C@H]1Oc2c(NC(=O)Nc3ccc(C(F)(F)F)cc3)cccc2C(=O)N([C@H](C)CO)C[C@@H]1C,-21,-21,1,1.2,3,16,1.4,-39,24
CCc1cc2cc(OC)ccc2nc1SCC(=O)Nc1cc(OC)c(OC)cc1C(=O)O,13,-10,5,1.1,3,11,1.1,-8,10
N#Cc1c(-n2cccc2C=O)sc2c1CCCC2,7,-4,7,1,15,13,1,-1,21
Cc1c(Nc2c3ccccc3nc3ccccc23)c(=O)n(-c2ccccc2)n1C,-4,9,-12,0.91,-5,20,0.94,6,1
COc1ccc(C(=O)Nc2ccc(S(=O)(=O)Nc3nccc(C)n3)cc2)cc1,-4,-2,0,1,12,23,1,0,-8
C=CCn1c(C)cc(C(=O)CSc2nc(N)cc(N)n2)c1C,-4,0,5,1,2,19,0.94,6,5
CC1(C)CC(=O)c2c(O)cc(OCC(=O)N3CCN(c4ccc(F)cc4)CC3)cc2O1,-5,-18,9,1.2,8,19,0.96,4,8
COc1cccc(/C=C2\Sc3ccc(C(=O)NCC4CCCO4)cc3N(C)C2=O)c1 (stereo not given),0,3,12,0.97,10,2,0.92,8,-19
COc1ccc(-c2csc(NC(=O)c3ccc(OCC(=O)N4CCOCC4)c(OC)c3)n2)cc1OC,-31,-9,-12,1.1,-2,11,1,0,32
Cn1c(CCNC(=O)c2cc(COc3ccc(F)c(F)c3)on2)nc2ccccc21,-8,0,19,1,13,-5,0.9,10,8
CC(C)C[C@H](NC(=O)N1CCn2c1nc1ccccc12)C(=O)NCc1ccco1,-1,3,9,0.97,12,3,1,-2,-8
Cc1cc(C)cc(NC(=O)CSc2nc(=O)n(CCCN3CCOCC3)c3c2CCCC3)c1,-4,-10,13,1.1,10,2,1.1,-12,2
CCCCn1c(N)c(N(CC(C)C)C(=O)C2CCN(S(=O)(=O)c3ccccc3)CC2)c(=O)[nH]c1=O,8,-5,-4,1.1,12,7,0.96,4,6
COCCNC(=O)c1cc(-c2ccccc2OC)on1,-8,5,-1,0.95,21,0,1.1,-11,-14
Cn1cccc1C(NC(=O)c1ccccc1)C(Cl)(Cl)Cl (stereo not given),2,18,7,0.82,6,8,0.95,5,28
O=C(Nc1ccc(NC(=O)c2cccnc2)cc1)c1ccccc1,-2,1,-9,0.99,23,-9,1,-1,-35
CC(NC(=O)c1ccccc1)C(=O)OCn1nnc2ccccc2c1=O (stereo not given),-24,8,-6,0.92,6,1,1.1,-10,11
Cc1cc(OCCCCCN2CCCC2)ccc1Cl,4,2,11,0.98,10,-80,0.97,3,-82
Cc1cc(C)nc(NC2=NCCN2C(=O)NC2CCCCC2)n1,5,5,2,0.95,3,9,0.94,6,22
S=c1[nH]cc(-c2ccccc2)n1-c1cccc(Cl)c1,-3,-27,11,1.3,24,-13,1.1,-12,20
CC(=O)NS(=O)(=O)c1ccc(NC(=O)C(C)NS(=O)(=O)/C=C/c2ccccc2)cc1 (stereo not given),3,0,-16,1,2,-3,1.1,-8,-6
Cc1nn(-c2ccccc2)c(C)c1/C=C/C(=O)OCC(=O)Nc1ncc(C(F)(F)F)cc1Cl,-4,-4,14,1,-12,0,1.1,-9,11
Cc1cccc(N2CCN(c3ccc4cc(S(=O)(=O)N5CCCCC5)ccc4n3)CC2C)c1 (stereo not given),-5,13,15,0.87,0,-11,0.95,5,11
CCOc1ccccc1OCCCC(=O)N1CCN(S(=O)(=O)c2cccc(F)c2)CC1,-16,-17,6,1.2,15,5,0.98,2,20
O=C(CCc1ccc(O)cc1)N/N=C/c1coc2ccccc2c1=O,10,9,12,0.91,8,10,1,-1,-20
O=C(O)CC(NCc1ccco1)C(=O)OCC1CCCO1 (stereo not given),-11,-7,1,1.1,-5,-9,0.99,1,6
CCOC(=O)c1cnc(SCc2cccc(C)c2)nc1N,16,-22,30,1.2,0,10,1,-2,32
O=C1CCc2cc(S(=O)(=O)NCCc3ccc(Cl)cc3)cc3c2N1CC3,-11,8,5,0.92,8,8,0.95,5,-2
CN(Cc1ccon1)C(=O)CC1C(=O)NCCN1Cc1ccc(Cl)c(F)c1 (stereo not given),3,-5,13,1.1,-14,1,0.94,6,1
CC1CCc2c(cnc3ncnn23)C1 (stereo not given),0,12,-23,0.88,6,-9,1,-2,-6
